HKDC1 inh: HKDC1 (human) hexokinase inhibition | recombinant HKDC1, G6PDH/diaphorase resazurin coupled fluorescence | 0.16% of 340,000 active | Q2TB90 | inhibition, % at 20 µM;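 active = inhibition above about 35% when tested at 20 µM, limit read from the data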;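 note: plate controls were DMSO wells with enzyme for no effect and DMSO wells lacking enzyme for full effect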
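test system = in-house recombinant HK5 (HKDC1) enzyme | amount = HKDC1 at 5 µg/mL | control set = DMSO-enzyme wells negative, buffer-substituted wells positive | compound = one dose of 20 µM, 1% DMSO | schedule = reaction time 90 min, room temperature, protected from light | technique = resorufin fluorescence at 613 nm | reagent = glucose with 1 mM ATP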
SENP1 inh: inhibitors of human SENP1 SUMO protease catalytic domain; Q9P0U3; recombinant SENP1 catalytic domain, CyPet-SUMO1-YPet FRET cleavage; inhibition, % at 10 µM; 0.21% of 360,000 active; AID 624204;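 active = inhibition at least 30% at 10 µM, raw YFP signal under a set limit, fluorescence ratio 0.5 to 1.5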;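 note: 0% = enzyme with DMSO and 100% = no enzyme wells; some results filed as inactive read as strong as hits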
Target sequence (Q9P0U3 419-644 limits assumed): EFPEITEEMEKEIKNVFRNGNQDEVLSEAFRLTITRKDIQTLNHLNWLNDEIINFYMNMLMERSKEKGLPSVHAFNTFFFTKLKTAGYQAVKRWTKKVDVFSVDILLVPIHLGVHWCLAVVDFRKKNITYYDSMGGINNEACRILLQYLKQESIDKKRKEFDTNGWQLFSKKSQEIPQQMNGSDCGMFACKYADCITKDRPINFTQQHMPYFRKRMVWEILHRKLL
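Controls: no-enzyme wells low, DMSO-plus-enzyme wells high control. Test system: human recombinant His6-tagged SENP1 catalytic domain enzyme. Reagent: SFCypet-SUMO1-SFYpet FRET protein substrate, 25 nM final. Doses: one dose per compound, 10 µM, 0.5% DMSO. Detection: FRET, CFP and YFP emission. Timing: 50 min reaction at room temperature.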
beta cell repl: induces beta-cell replication in MIN6 cells; MIN6 cells proliferation, ATPlite luminescence, 48 h; cells starved in 0.2% serum; 100% = growth in 10% serum; proliferation, % at 10 µM; 0.29% of 330,000 active; AID 2380;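 active = compounds whose signal lies at least 3.5 SD above the mean of all wells on their plate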;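 note: 0% = DMSO-treated cells in low-serum medium and 100% = 10% serum control; some compounds called inactive have numbers as strong as hits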
SENP7 inh: blocks the human protease SENP7; Q9BQF6; recombinant SENP7, Z-RLRGG-aminoluciferin luminescence, 40 min; inhibition, % at 5 µM; 1.5% of 330,000 active;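 active = inhibition above about 50% at the single test dose, limit read from the data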;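 note: plate controls were DMSO with enzyme for no effect and no enzyme buffer wells for full effect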
Target sequence (Q9BQF6 706-1050 limits assumed): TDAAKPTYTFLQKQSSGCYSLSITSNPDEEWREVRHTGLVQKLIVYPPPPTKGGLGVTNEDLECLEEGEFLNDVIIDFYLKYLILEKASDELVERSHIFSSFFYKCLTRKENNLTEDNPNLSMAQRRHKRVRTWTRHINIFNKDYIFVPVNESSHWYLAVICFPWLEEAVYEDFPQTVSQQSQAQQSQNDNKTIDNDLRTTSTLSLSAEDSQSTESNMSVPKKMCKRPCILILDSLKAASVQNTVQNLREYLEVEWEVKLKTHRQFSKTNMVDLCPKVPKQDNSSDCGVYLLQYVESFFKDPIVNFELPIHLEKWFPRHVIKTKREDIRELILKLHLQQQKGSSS
PfG6PD inh: PfG6PD (Plasmodium falciparum) enzyme inhibition. AID 504690. PfGluPho enzyme, NADPH resazurin-diaphorase fluorescence. 0.78% of 350,000 active. inhibition, % at 20 µM;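 active = inhibition reaching at least a set limit at 20 µM in the primary screen, cut at about 59% in these data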;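 note: 0% = DMSO wells with substrate and 100% = DMSO wells lacking glucose-6-phosphate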
UBC13 inh: inhibitors of human UBC13 polyubiquitin chain formation; TR-FRET; inhibition, % at 20 µM; 0.47% of 330,000 active; in the data active = inhibition above about 45%, passing the limit was not always enough
SENP6 block: SENP6 protease inhibition; Q9GZR1; Recombinant SENP6 catalytic domain, aminoluciferin luminescence; inhibition, % at 10 µM; 1.8% of 330,000 active;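 active = inhibition above about 50% at the single tested dose, limit read from the data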;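 note: plate controls were DMSO wells with enzyme for no effect and DMSO wells lacking enzyme for full effect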
Target sequence (Q9GZR1 628-1112 limits assumed): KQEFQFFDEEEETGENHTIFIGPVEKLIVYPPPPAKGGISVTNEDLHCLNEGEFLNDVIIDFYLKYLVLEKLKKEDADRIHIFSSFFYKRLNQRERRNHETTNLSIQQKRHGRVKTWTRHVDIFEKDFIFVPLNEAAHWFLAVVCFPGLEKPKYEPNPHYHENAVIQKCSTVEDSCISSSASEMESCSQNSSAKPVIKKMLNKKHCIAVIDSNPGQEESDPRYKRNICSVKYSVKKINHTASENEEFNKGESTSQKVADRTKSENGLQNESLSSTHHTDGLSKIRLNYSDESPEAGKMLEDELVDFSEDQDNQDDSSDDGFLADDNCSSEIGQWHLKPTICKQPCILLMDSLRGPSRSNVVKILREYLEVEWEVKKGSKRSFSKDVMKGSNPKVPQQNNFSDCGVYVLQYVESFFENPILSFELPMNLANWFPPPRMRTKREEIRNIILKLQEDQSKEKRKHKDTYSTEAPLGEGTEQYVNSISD
SENP8 block-1: blocks the human protease SENP8. purified SENP8, Z-RLRGG-aminoluciferin cleavage, luminescence. AID 2540. inhibition, % at 10 µM. 1.2% of 330,000 active. Q96LD8; in the data active = inhibition above about 50%
SENP8 block-2: SENP8 (human) protease inhibition; AID 602440; inhibition, % at 20 µM; 0.64% of 360,000 active; recombinant SENP8, Nedd8 substrate fluorescence; in the data active = inhibition mostly above about 40%, no sharp cut-off; inactive = mostly below about 27%
* marks the source's active call; other numbers are inactive results; . = not tested or not shown.

SMILES | HKDC1 inh | SENP1 inh | beta cell repl | SENP7 inh | PfG6PD inh | UBC13 inh | SENP6 block | SENP8 block-1 | SENP8 block-2
COc1ccc(C(=O)N(CC(=O)Nc2sc(C)c(C)c2C(N)=O)C2CCCC2)cc1 | -0.8 | 3.0 | 0.9 | -6.5 | 16.8 | 13.2 | -6.1 | -1.5 | 5.9
N#CCSc1ncccc1-c1nc2ccccc2[nH]1 | -2.0 | 0.0 | -1.0 | -4.2 | 1.9 | 4.3 | -14.7 | -4.7 | -108.3
COC(=O)CCC(=O)N(CCN(C(=O)CCC(=O)OC)c1ccccc1)c1ccccc1 | -7.9 | 1.1 | -0.1 | 0.1 | 11.6 | -1.6 | 8.1 | 2.6 | 10.8
CC(C)c1ccccc1NC(=O)COC(=O)c1cc(=O)[nH]c(=O)[nH]1 | -10.9 | 1.4 | 0.8 | -5.4 | 21.7 | 1.5 | 0.0 | -4.7 | 16.4
COc1ccccc1NS(=O)(=O)c1cccc(C(=O)NCC2(N(C)C)CCCCC2)c1 | -0.4 | -1.1 | 1.4 | 13.2 | -3.0 | 3.2 | -12.4 | -14.3 | 11.2
Cc1ccc2oc(=O)c3cnn(CC(=O)N(CCN(C)C)Cc4ccco4)c3c2c1 | -7.7 | 0.3 | -0.6 | 1.5 | -13.1 | 5.3 | -14.5 | -1.4 | 1.2
O=C(CCc1ccccc1)Nc1cc2c(cc1C(=O)O)OCCCO2 | -8.1 | 3.4 | 0.2 | 0.8 | -2.7 | 6.5 | 6.7 | 0.7 | -30.7
Cc1ccc(-n2nnnc2-c2cnn(-c3ccc(F)cc3)c2C(F)(F)F)cc1 | 2.1 | 1.5 | -3.7 | -19.2 | 13.8 | -17.9 | 6.3 | -2.5 | 7.5
Cc1ccc(OC(=S)Nc2ccc(O)cc2)cc1 | -3.7 | 7.3 | -2.8 | 2.3 | 2.2 | 1.8 | -14.9 | 5.5 | 33.8
CC(=O)NCCn1c(SCc2ccccc2F)nc2ccccc2c1=O | 1.2 | 2.0 | 0.9 | 3.2 | 2.6 | 0.3 | -5.0 | 6.4 | 35.3
COc1ccc(NC(=O)C2CCCN(S(=O)(=O)c3cccc4cccnc34)C2)cc1 (stereo not drawn) | 6.3 | -0.3 | -3.3 | 0.3 | 5.2 | 7.9 | -2.5 | 6.0 | 17.0
CCn1cc(CNC(=O)c2ccc(OC3CCN(Cc4ccccn4)CC3)cc2)cn1 | 2.3 | -4.9 | 0.5 | -1.0 | -14.3 | 6.7 | 1.8 | -5.0 | -11.1
CC1CCCCN1C(=O)Cn1cnc2c1c(=O)n(C)c(=O)n2C (stereo not drawn) | -14.0 | 23.3 | -3.4 | -0.1 | 22.2 | -1.6 | -2.3 | 4.5 | -3.0
CC(NC(=O)NC(=O)c1ccc(Cl)cc1Cl)C1CC1 (stereo not drawn) | -2.2 | -0.5 | 0.7 | -0.6 | 2.8 | 10.9 | 3.1 | -7.7 | 24.6
COc1ccc(C(=O)NCC(C)(C)N2CCOCC2)cc1S(=O)(=O)N1CCCC1 | -3.4 | 0.6 | 1.9 | 2.0 | 4.8 | 3.5 | 0.2 | -5.5 | 15.2

Compound profiles, from the list above. Values in the order: HKDC1 inh, SENP1 inh, beta cell repl, SENP7 inh, PfG6PD inh, UBC13 inh, SENP6 block, SENP8 block-1, SENP8 block-2
Listed for CCn1cc(CNC(=O)c2ccc(OC3CCN(Cc4ccccn4)CC3)cc2)cn1 : 2.3, -4.9, 0.5, -1.0, -14.3, 6.7, 1.8, -5.0, -11.1
Listed for Cc1ccc(OC(=S)Nc2ccc(O)cc2)cc1 : -3.7, 7.3, -2.8, 2.3, 2.2, 1.8, -14.9, 5.5, 33.8
Listed for Cc1ccc(-n2nnnc2-c2cnn(-c3ccc(F)cc3)c2C(F)(F)F)cc1 : 2.1, 1.5, -3.7, -19.2, 13.8, -17.9, 6.3, -2.5, 7.5
Listed for N#CCSc1ncccc1-c1nc2ccccc2[nH]1 : -2.0, 0.0, -1.0, -4.2, 1.9, 4.3, -14.7, -4.7, -108.3

(listing goes on)
SMILES | HKDC1 inh | SENP1 inh | beta cell repl | SENP7 inh | PfG6PD inh | UBC13 inh | SENP6 block | SENP8 block-1 | SENP8 block-2
CCN(CC)C(=O)/C(=C/c1cccc([N+](=O)[O-])c1)NC(=O)c1ccco1 | -2.2 | 2.3 | -1.7 | -4.2 | -4.7 | -2.8 | -25.7 | -8.0 | -4.7
O=C(O)Cn1cc2c(n1)CCCC2 | 1.2 | -0.4 | -1.4 | -3.6 | -4.7 | -3.5 | -10.4 | -7.9 | 13.4
Cc1ccc(NC(=O)C2CCCN2C(=O)Oc2ccccc2)cc1C (stereo not drawn) | -1.6 | 3.2 | 0.9 | 4.9 | -12.5 | 11.3 | -6.7 | -2.0 | 10.8
COc1c(C(=O)NCCSC(C)(C)C)ccc2ccccc12 | -6.9 | 0.0 | -1.1 | -12.7 | -5.6 | -10.2 | -10.4 | -7.9 | 21.9
CCOc1ccc(C(=O)N2CCN(c3ccccc3)CC2)cc1 | 9.7 | -0.2 | -1.7 | -2.7 | 2.7 | -4.3 | -7.3 | 7.4 | 11.1
CCOC(=O)c1cccc(NC(=O)CCc2nnc3ccc(N4CCCCC4)nn23)c1 | -5.1 | 1.1 | 2.5 | 10.7 | 0.4 | 9.4 | 1.2 | -7.9 | -27.5
O=C(CC1C(=O)NCCN1Cc1ccc(F)c(F)c1)NCCCn1ccnc1 (stereo not drawn) | -8.6 | 6.7 | 0.9 | 3.5 | 2.3 | -2.2 | -10.1 | -3.3 | -38.9
O=C(CSc1nnc(COc2ccc(Cl)cc2)o1)N1CCCC1 | 2.5 | 0.0 | 0.0 | 3.9 | -10.4 | -6.6 | 7.2 | 7.7 | 11.9
O=C1CC(N2CCC(c3nc4ccccc4[nH]3)CC2)C(=O)N1c1cccc(F)c1 (stereo not drawn) | -7.5 | 1.0 | 1.2 | -1.2 | -14.8 | 1.2 | 6.1 | -3.7 | -4.0
COC(=O)c1cn(NC(=O)/C=C/c2cc(OC)ccc2OC)c(=O)c2ccccc12 | -2.3 | -34.5 | -0.4 | -4.3 | -2.1 | 10.5 | -1.8 | -5.7 | -319.7
Fc1cccc(C2NN=C(c3ccccc3)S2)c1 (stereo not drawn) | -0.4 | -1.7 | -4.0 | 97.5* | 2.6 | 5.8 | 92.3* | 52.5* | -71.7
Cc1ccc(C(=O)N2CCN(c3ccc([N+](=O)[O-])cc3)CC2)o1 | -6.3 | -2.9 | -0.2 | -0.7 | 15.4 | -10.7 | 10.3 | 5.4 | 16.2
CCn1c(CNc2ccc(Cl)cc2)nnc1SCc1ccc(C)cc1 | 0.7 | 1.6 | -1.3 | -1.3 | -4.5 | 9.6 | -5.1 | 0.9 | 4.2
CCNC(=O)NC(=O)COC(=O)CCCc1nc2ccccc2s1 | -2.4 | 0.7 | -1.8 | -7.8 | 7.5 | -6.1 | 5.0 | -14.6 | 12.9
Brc1cccc(OCCCN2CCCCCC2)c1 | -7.0 | -2.4 | -2.0 | 6.0 | -7.9 | 1.9 | -3.5 | 6.8 | 5.2
CC(C)Sc1nc(N)nc(-c2cccs2)c1C#N | 0.5 | 1.5 | -1.9 | -6.4 | 12.9 | 28.6 | -0.6 | -9.0 | -149.1
CCN(CC(=O)NC(=O)Nc1ccccc1F)Cc1ccccc1 | -1.8 | -1.0 | -0.3 | -5.4 | 13.4 | 5.2 | -18.0 | -5.8 | 10.2
COc1ccc(C2c3[nH]c4ccccc4c3CCN2C(=O)Cc2nonc2C)c(F)c1 (stereo not drawn) | 2.5 | -8.1 | -3.2 | -0.5 | 18.4 | -14.1 | -2.5 | -7.0 | -34.6
CCOC(=O)CSc1nnc(CNC(=O)c2cccs2)n1-c1cccc(C)c1 | 7.7 | 0.7 | 3.5 | 8.4 | -7.7 | -1.2 | 6.7 | -1.3 | 3.2
O=C(NCCNS(=O)(=O)c1ccc(Cl)cc1)c1cc(OCC(F)(F)F)ccc1OCC(F)(F)F | -1.1 | -1.0 | -0.3 | -4.2 | 6.9 | 3.1 | -1.7 | -0.7 | 13.4
COC(=O)Cn1c(CN2CCC(Cc3ccccc3)CC2)nc2c1c(=O)n(C)c(=O)n2C | -3.3 | -1.8 | -2.3 | -12.0 | -10.4 | -10.6 | -9.8 | -5.3 | -6.4
Cc1ccc(NC(=O)COc2ccc(N(C)S(=O)(=O)c3ccc(F)cc3)cc2)cc1 | 2.4 | 1.5 | -6.9 | 1.4 | 31.9 | -0.4 | -16.6 | -0.3 | 10.8
CC1Cc2cc(S(=O)(=O)CCC(=O)NC3CCCCC3)ccc2N1C(=O)C1CC1 (stereo not drawn) | 2.1 | -0.4 | 2.6 | 0.8 | 8.6 | 8.7 | 13.7 | -1.3 | 5.4
CC(=O)Nc1ccc(OCC(O)Cn2c(C(C)C)nc3ccccc32)cc1 (stereo not drawn) | -2.0 | 1.1 | -2.1 | 3.5 | 3.5 | -1.2 | -6.5 | 1.1 | 14.1
CN(C)S(=O)(=O)c1ccc(C(=O)OCCN=C2NS(=O)(=O)c3ccccc32)cc1 | -7.7 | -1.4 | 3.9 | -3.3 | 9.7 | 6.0 | -20.6 | 2.6 | -3.0
Cc1nc2ccc(NC(=O)c3cnc(Cl)c(Cl)c3)cc2s1 | 0.4 | -6.1 | -1.4 | 25.0 | 3.2 | 3.6 | 46.5 | 28.4 | -2.2
Cc1ccc(NC(=O)CN2C(=O)S/C(=C\c3cc(C)n(-c4ccc(C(=O)O)cc4)c3C)C2=O)cc1 | 8.3 | -71.4 | -3.2 | 2.3 | -24.0 | -14.1 | -12.3 | 1.2 | -104.9
Nc1cc(=O)[nH]c(SCC(=O)Nc2nc3ccc([N+](=O)[O-])cc3s2)n1 | . | . | -2.5 | -6.2 | . | -19.7 | -9.6 | -13.0 | .
CS(=O)(=O)c1ccc(C(=O)N(Cc2ccccc2)c2ccccc2)cc1 | 0.2 | 0.8 | 1.5 | 0.0 | -7.1 | -4.5 | -13.8 | -2.3 | 19.5
CC1(C)CC(CCNC(=O)c2ccc(-n3cnnn3)cc2)CC(C)(C)N1 | -7.5 | 2.7 | 0.4 | 0.3 | -9.6 | 4.8 | 4.5 | -0.2 | 13.4
CC(Sc1nncn1-c1ccccc1)C(=O)Nc1cccc([N+](=O)[O-])c1 (stereo not drawn) | -5.3 | 1.7 | 0.0 | -8.1 | -22.0 | -17.4 | -0.5 | -11.3 | 11.5
Cc1cc(C)c2nc(SCC(=O)N3CC(=O)Nc4ccccc43)c(C#N)cc2c1 | 1.6 | -71.1 | -5.2 | -3.4 | 35.5 | 8.2 | -11.0 | 0.3 | -43.3
Cc1nc([N+](=O)[O-])cn1Cc1cccc([N+](=O)[O-])c1 | -9.2 | 2.4 | -3.1 | 12.2 | -3.4 | 2.8 | -3.2 | -4.8 | 15.7
O=C(NCCCN1CCOCC1)C1Cc2c(ccc3ccccc23)O1 (stereo not drawn) | -4.6 | 1.7 | -0.3 | -1.6 | -15.1 | 13.0 | 3.3 | -5.2 | -25.1
O=C1CC(N2CCSCC2)C(=O)N1c1cccc(Br)c1 (stereo not drawn) | 7.8 | 0.6 | 2.0 | 0.9 | -15.8 | 2.7 | 9.2 | 7.5 | 10.4
CCOC(=O)C1CCCN(c2cc(NCCCO)c([N+](=O)[O-])c3nonc23)C1 (stereo not drawn) | . | . | -0.2 | 17.8 | . | -18.5 | 30.2 | 3.3 | .
O=C(CCC1CCCCC1)Nc1nnc(C(F)(F)F)s1 | -1.5 | 0.3 | -5.5 | -11.6 | -0.2 | -0.3 | 1.1 | -12.0 | 14.5

Screens from PubChem.
